Source: PubChem
MCF10A rerep = induces DNA re-replication in MCF 10a normal breast cells; MCF 10A DNA re-replication, Hoechst nuclear intensity, 48 h; Potency, µM (top dose mostly 46.1 µM), without a hit: at the top dose activity, positive = re-replication, most hits filed as activators; 2.9% of 350,000 active; AID 624296; note: potency is the fitted concentration of half-maximal effect; % of control where 0% means no effect; nearly all actives have a fitted effect of over 50% in size
HT1080-NT tox = kills 2HG-producing HT-1080-NT fibrosarcoma cells; HT-1080-NT fibrosarcoma viability, CellTiter-Glo ATP luminescence, 48 h; Potency, µM (doses to about 46.1 µM), inactives show at the top dose activity, negative = less viability, hits mostly cytotoxic; 1.6% of 360,000 active;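 note: NT is the 2HG producing partner of a matched IDH1 knockdown line; potency is the fitted concentration of half-maximal effect; 0% = DMSO-treated cells and -100% = media-only wells without cells; nearly all actives have a fitted effect of over 55% in size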
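Fibrosarcoma NT cells, 750 per well in 5% FBS RPMI, were exposed to compound for 48 hours. Viability: CellTiter-Glo luminescence.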
IL-1B inflam inh = inflammasome signaling inhibition, IL-1 beta readout; THP-1 LPS/ATP IL-1B secretion, AlphaLISA, 16 h; hits give low values; AID 743279; 4.7% of 360,000 active; activity change, % at 57.5 µM; in the data active = activity change below about -50%; inconclusive = mostly about -30% to -49%; note: % is set by controls: 0 for no effect and ±100 for the full control effect
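THP-1 cells pretreated 1 hr with compounds (up to 57.5 uM final), then stimulated with LPS (250 ng/mL final) plus ATP (1.25 mM final); secreted IL-1B measured by AlphaLISA after 16 hr, decreased signal indicating inhibition.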
SW480 rereplic = DNA re-replication induction in SW480 cells | SW480 DNA re-replication, Hoechst DNA content imaging, 48 h | Potency, µM (doses to about 46.1 µM), without a hit: at the top dose re-replication activation, hits mostly activators | 1.8% of 340,000 active | AID 624297; note: potency is the fitted concentration of half-maximal effect; % of control where 0% means no effect; nearly all actives have a fitted effect of over 55% in size
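250 cells/well; 23 nL cpd via pin tool; 48 hr, 37 C, 5% CO2; Hoechst 40 min; imager read of total nuclear intensity, ex 405/em 500-530 nm.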
HEK293 tox = cytotoxic in the GLP-1 receptor inverse agonist counter-screen; HEK293 cAMP-luciferase reporter cells, luminescence, 24 h; 0.13% of 410,000 active; Potency, µM (doses to about 38.3 µM), without a hit: at the highest dose activity change, negative = inhibition, usual class: inhibitors; AID 624418;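 note: loss of luciferase light is scored as toxicity; potency is the fitted concentration of half-maximal effect; % is set by controls: 0 for no effect and ±100 for the full control effect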
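1536-well qHTS counterscreen of the MLSMR; 200 cells/uL, 12 h pre-incubation, 23 nL cpd, 24 h at 37 deg C 5% CO2, luciferase detection reagent, 12 min RT, luminescence. Inhibition = undesired.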
KB-V1 cytotox = KB-V1 MDR subline cytotoxicity; KB-V1 MDR cells viability, CellTiter-Glo, 72 h; Potency, µM (doses to about 46.1 µM), for the others: at the top dose activity change, negative = cytotoxicity, most hits filed as cytotoxic; 3.4% of 400,000 active; AID 1347076; note: potency is the fitted concentration of half-maximal effect; % is set by controls: 0 for no effect and ±100 for the full control effect; nearly all actives have a fitted effect of over 60% in size
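Readout: CellTiter-Glo luminescence, 10 min after addition. Cells: KB-V1 MDR subline, 72 h at 37 degrees C with compound. Analysis: corrected, normalized data fitted to concentration-effect curves.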
DRD3 agonist = D3 dopamine receptor (human) agonism | P35462 | D3R DiscoveRx beta-arrestin cells, luminescence, 90 min | max activation, % | 0.58% of 410,000 active | AID 652048; in the data active = max activation above about 30%; note: 0% is about no effect; mostly tested at two doses, the higher about 12 µM
Target sequence (P35462 whole entry, looked up): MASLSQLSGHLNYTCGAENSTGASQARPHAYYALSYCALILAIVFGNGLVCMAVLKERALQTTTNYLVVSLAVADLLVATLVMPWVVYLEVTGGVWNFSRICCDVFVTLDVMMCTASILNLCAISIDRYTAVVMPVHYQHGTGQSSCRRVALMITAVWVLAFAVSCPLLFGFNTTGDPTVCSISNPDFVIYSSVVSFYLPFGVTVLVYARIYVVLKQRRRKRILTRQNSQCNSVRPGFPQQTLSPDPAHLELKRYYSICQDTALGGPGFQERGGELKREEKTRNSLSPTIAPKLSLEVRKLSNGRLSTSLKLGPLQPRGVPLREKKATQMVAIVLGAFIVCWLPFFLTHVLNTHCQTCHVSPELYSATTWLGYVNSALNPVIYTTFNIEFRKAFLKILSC
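Cells at 1500/well, incubated overnight, then treated with pinned compounds (dopamine as control) for 90 min at 37 degrees C. DiscoveRx reagent added for 30 - 60 minutes at room temperature; luminescence read.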
KB-3-1 cytotox = KB-3-1 parental cell cytotoxicity. 1.4% of 400,000 active. Potency, µM (series often up to 46.1 µM), for the others: top-dose activity change, negative = cytotoxic, actives largely listed as cytotoxic. KB-3-1 viability, CellTiter-Glo ATP luminescence, 72 h; note: potency is the fitted concentration of half-maximal effect; % is set by controls: 0 for no effect and ±100 for the full control effect; nearly all actives have a fitted effect of over 60% in size
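Screening of KB-3-1 cells (DMEM, 10% FBS, phenol-red free) ran from lowest to highest compound concentration; after 72 h at 37 °C viability was read luminescently and curves fitted.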
HT1080 IDH1KD tx = kills HT-1080 cells with IDH1 knockdown | 2% of 360,000 active | Potency, µM (series often up to 46.1 µM), without a hit: top-dose activity, negative = toxicity, usual class: cytotoxic | HT-1080 IDH1 knockdown viability, ATP luminescence, 48 h;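 note: potency is the fitted concentration of half-maximal effect; 0% = DMSO wells and -100% = cell-free medium wells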
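HT-1080-IDH1KD cells (IDH1 knocked down), 750/well in RPMI with 5% FBS, treated with compound 48 h at 37 degrees C. Viability by CellTiter-Glo luminescence, normalised to DMSO and no-cell wells; concentration-response curves classed.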
* hit, by the source's call; ? = inconclusive; . = not tested or not shown; [ ] = dose if it differs, or a comment. Unless noted, calls come from the whole dose curve; as a rule, active = well fitted curve in the direction sought with a large enough effect; inconclusive = small, poorly fitted or top-dose-only effect, or another doubt; inactive = no such curve, though single readings can be large; an effect the other way counts as inactive or inconclusive.

1) CCOC(=O)c1cc(-c2ccccc2)n(CC(=O)NC(C)(C)C)c1C
2) COc1ccc(CC(NC(C)=O)C(=O)NC2CCN(C(=O)c3cc(OC)c(OC)c(OC)c3)CC2)cc1 (stereo not given)
3) O=C(c1ccc(C(F)(F)F)cc1)C1CCCN(C(=O)c2csnn2)C1 (stereo not given)
4) Brc1cccc(-c2nc(-c3ccncc3)no2)c1
5) N#Cc1nc(-c2ccccc2)oc1NCCN1CCCCC1
6) Cn1ncc(Br)c1NC(=O)c1ccco1

assay / entry,1,2,3,4,5,6
MCF10A rerep,-4%,7%,-2%,1%,-2%,-10%
HT1080-NT tox,-1%,2%,0%,-19%,-13%,15%
IL-1B inflam inh,3,8,57,26,-22,24
SW480 rereplic,-18%,-1%,11%,-1%,0%,1%
HEK293 tox,3%,2%,14%,6%,0%,2%
KB-V1 cytotox,-17%,-10%,?,-22%,-16%,22%
DRD3 agonist,-2,1,-1,5,0,4
KB-3-1 cytotox,1%,0%,-4%,?,-2%,13%
HT1080 IDH1KD tx,3%,11%,8%,-4%,-2%,14%

7) COc1ccccc1NS(=O)(=O)c1ccc2oc(=S)[nH]c2c1
8) S=c1[nH]c2cc3ccccc3cc2[nH]1
9) O=C(CSc1nnc(-c2ccco2)o1)NCCc1ccccc1
10) Cc1cccc(N2CCN(Cc3nnc(-c4ccc5c(c4)OCO5)o3)CC2)c1C
11) CCOc1ccccc1NC(=O)c1cc2c(=O)oc3ccccc3c2s1
12) C/C(=N\NC(=O)C1CC1)c1ccc(Cl)c(Cl)c1

assay / entry,7,8,9,10,11,12
MCF10A rerep,7%,8%,-3%,.,.,20%
HT1080-NT tox,?,-2%,0%,.,.,-5%
IL-1B inflam inh,15,3,9,.,.,-8
SW480 rereplic,-90%[inhibitor],4%,-7%,.,.,0%
HEK293 tox,1%,-1%,2%,14%,2%,12%
KB-V1 cytotox,13%,?,0%,19%,0%,-23%
DRD3 agonist,-4,-5,-3,-2,3,1
KB-3-1 cytotox,3%,?,7%,1%,-1%,0%
HT1080 IDH1KD tx,10%,-16%,4%,.,.,-6%

13) Cc1ccc2[nH]c(=O)c(-c3nc4ccccn4c3NCc3ccco3)cc2c1
14) O=c1cc(CN2CCN(c3ccccc3)CC2)nc2scc(-c3ccccc3)n12
15) CCOc1ccc(-c2nc(CCl)cs2)cc1OC
16) Cc1ccc(N=C(NO)c2cnccc2C(F)(F)F)c(C)c1
17) CCCCCC(=O)NC(=S)Nc1ccc(Br)cc1C
18) S=c1nc(SCc2ccccc2)[nH]c2ccccc12

assay / entry,13,14,15,16,17,18
MCF10A rerep,0%,5%,-2%,-1%,12%,30%
HT1080-NT tox,?,-9%,13%,7%,14%,-6%
IL-1B inflam inh,-9,42,-25,10,1,33
SW480 rereplic,-5%,-3%,-4%,-36%[inhibitor],5%,-76%[inhibitor]
HEK293 tox,-2%,-11%,8%,2%,-9%,4%
KB-V1 cytotox,8.2µM*,?,-8%,6%,0%,2%
DRD3 agonist,-8,5,2,19,-1,15
KB-3-1 cytotox,0%,27%,-2%,0%,-2%,13%
HT1080 IDH1KD tx,?,-2%,11%,10%,20%,0%

A different layout for four compounds above:
9) O=C(CSc1nnc(-c2ccco2)o1)NCCc1ccccc1
  MCF10A rerep = -3%
  HT1080-NT tox = 0%
  IL-1B inflam inh = 9
  SW480 rereplic = -7%
  HEK293 tox = 2%
  KB-V1 cytotox = 0%
  DRD3 agonist = -3
  KB-3-1 cytotox = 7%
  HT1080 IDH1KD tx = 4%
16) Cc1ccc(N=C(NO)c2cnccc2C(F)(F)F)c(C)c1
  MCF10A rerep = -1%
  HT1080-NT tox = 7%
  IL-1B inflam inh = 10
  SW480 rereplic = -36%[inhibitor]
  HEK293 tox = 2%
  KB-V1 cytotox = 6%
  DRD3 agonist = 19
  KB-3-1 cytotox = 0%
  HT1080 IDH1KD tx = 10%
1) CCOC(=O)c1cc(-c2ccccc2)n(CC(=O)NC(C)(C)C)c1C
  MCF10A rerep = -4%
  HT1080-NT tox = -1%
  IL-1B inflam inh = 3
  SW480 rereplic = -18%
  HEK293 tox = 3%
  KB-V1 cytotox = -17%
  DRD3 agonist = -2
  KB-3-1 cytotox = 1%
  HT1080 IDH1KD tx = 3%
10) Cc1cccc(N2CCN(Cc3nnc(-c4ccc5c(c4)OCO5)o3)CC2)c1C
  MCF10A rerep = .
  HT1080-NT tox = .
  IL-1B inflam inh = .
  SW480 rereplic = .
  HEK293 tox = 14%
  KB-V1 cytotox = 19%
  DRD3 agonist = -2
  KB-3-1 cytotox = 1%
  HT1080 IDH1KD tx = .

Carrying on.
19) Cc1ccc(S(=O)(=O)NC(CC(=O)N2CCc3ccccc32)c2ccco2)cc1 (stereo not given)
20) N#CCC(=N)N1CCN(c2ccccc2)CC1
21) O=c1[nH]c2ccccc2cc1-c1nnn(-c2ccccc2)n1
22) Nc1nc(SCC(=O)Nc2cc(S(=O)(=O)N3CCOCC3)ccc2Cl)n[nH]1
23) O=C(Nc1ccccc1Cl)N1CCN(c2ccc3nnc(-c4ccc(F)cc4)n3n2)CC1
24) CC[C@H](C)C(=O)N[C@H]1CCCN1C(=O)/C=C/c1ccccc1

assay / entry,19,20,21,22,23,24
MCF10A rerep,4%,-9%,?,-6%,12%,-11%
HT1080-NT tox,-5%,0%,17%,11%,-2%,16%
IL-1B inflam inh,9,0,21,20,-25,-3
SW480 rereplic,0%,1%,-5%,-4%,-3%,-10%
HEK293 tox,-31%,-4%,6%,10%,-12%,-10%
KB-V1 cytotox,-5%,-16%,20%,9%,-27%,?
DRD3 agonist,-7,-2,13,-6,3,-4
KB-3-1 cytotox,-5%,21%,-2%,9%,16%,14%
HT1080 IDH1KD tx,-1%,0%,9%,8%,-9%,11%

25) COc1cc(OC)cc(-c2cc(N)n(S(=O)(=O)c3cccc4nsnc34)n2)c1
26) Cc1ccc(S(=O)(=O)N2CCCCC2)cc1C(=O)NCc1ccc(S(N)(=O)=O)cc1
27) Cc1cccc(C)c1NC(=O)C(c1ccccc1)n1c(=O)c(-c2cc3ccccc3[nH]2)nc2ccccc21 (stereo not given)
28) CC(NC(=O)c1ccc(Cl)c(S(=O)(=O)NC2CC2)c1)c1ccco1 (stereo not given)
29) Cn1ncc(Cl)c1C(=O)N1CCN(S(=O)(=O)c2cccs2)CC1
30) CC(=O)Nc1c(C)ccc(S(N)(=O)=O)c1C

assay / entry,25,26,27,28,29,30
MCF10A rerep,15%,17%,.,.,2%,0%
HT1080-NT tox,-3%,-3%,?,0%,-1%,11%
IL-1B inflam inh,-19,8,6,?,4,-4
SW480 rereplic,2%,1%,.,.,0%,-2%
HEK293 tox,1%,4%,.,-3%,-8%,-15%
KB-V1 cytotox,0%,.,-11%,5%,-14%,?
DRD3 agonist,-7,-4,10,3,3,10
KB-3-1 cytotox,-8%,.,-19%,-1%,0%,14%
HT1080 IDH1KD tx,0%,1%,?,1%,-4%,21%

31) CC1=CC(=C(C#N)C#N)C=C(C)N1Cc1ccccc1
32) O=S(=O)(NCc1cccs1)c1cccc(S(=O)(=O)N2CCCCC2)c1
33) CCOC(=O)C1=CN(CC)S(=O)(=O)NC1CCc1ccccc1 (stereo not given)
34) O=C(NCSc1ccnc(SCNC(=O)c2ccc(F)cc2)n1)c1ccc(F)cc1
35) CC(=O)N1CCc2cc(S(=O)(=O)NCCC(=O)Nc3cccc(C)c3)ccc21
36) CCn1c(SCC(=O)Nc2cccc(OC)c2)nnc1-c1ccc(Cl)cc1

assay / entry,31,32,33,34,35,36
MCF10A rerep,-1%,5%,-37%[inhibitor],3%,4%,9%
HT1080-NT tox,15%,-5%,0%,-6%,9%,-5%
IL-1B inflam inh,21,19,-8,-5,45,-6
SW480 rereplic,-138%[inhibitor],9%,0%,-1%,0%,-3%
HEK293 tox,1%,-14%,2%,5%,77%[activator],4%
KB-V1 cytotox,-35%,-17%,0%,9%,17%,12µM*
DRD3 agonist,4,-1,-25,-5,9,-1
KB-3-1 cytotox,11%,?,0%,-3%,1%,?
HT1080 IDH1KD tx,9%,0%,-10%,-2%,-1%,-26%

37) NC(=O)c1ccsc1NC(=O)C1CC1
38) CC(C)c1ccc(OCC(=O)N2CCCCCC2)c(Br)c1
39) COc1cccc(C(=O)Oc2ccc3c(C)cc(=O)oc3c2C(C)=O)c1
40) CC(Cc1ccccc1)NC(=O)c1cc([N+](=O)[O-])ccc1Cl (stereo not given)
41) CCn1c(SCC(=O)Nc2cc(C)on2)nnc1-c1cccnc1
42) Cc1nn(CC(=O)N2CCCC2)c(=O)c2cc3cc(F)ccc3n12

assay / entry,37,38,39,40,41,42
MCF10A rerep,1%,-2%,1%,3%,7%,0%
HT1080-NT tox,2%,-1%,-1%,0%,13%,5%
IL-1B inflam inh,0,?,19,?,10,-12
SW480 rereplic,1%,-18%,-2%,16%,-19%,-2%
HEK293 tox,2%,0%,23%,2%,3%,-3%
KB-V1 cytotox,-1%,0%,0%,-25%,12%,1%
DRD3 agonist,1,1,2,-3,-6,-3
KB-3-1 cytotox,-26%,-4%,1%,2%,-1%,-1%
HT1080 IDH1KD tx,1%,11%,-2%,-3%,-14%,8%

43) CSc1n[nH]c(=S)n1N
44) COc1ccccc1C(=O)Nc1ccc(-c2nnn(CC(=O)N3CCN(C(=O)c4ccco4)CC3)n2)cc1
45) CC(=O)N(C)c1ccc(N=Cc2cc3c(cc2[N+](=O)[O-])OCO3)cc1
46) CS(=O)(=O)N1CCCC(C(=O)Nc2ccc(Br)cc2F)C1 (stereo not given)
47) CCOC(=O)c1[nH]nc(-c2cc(CC)c(O)cc2O)c1-c1cscn1

assay / entry,43,44,45,46,47
MCF10A rerep,15%,4%,11%,-6%,19%
HT1080-NT tox,0%,-15%,-1%,14%,?
IL-1B inflam inh,12,-16,22,-3,-61*
SW480 rereplic,17%,15%,-22%,-3%,17%
HEK293 tox,3%,-3%,11%,-2%,-25%
KB-V1 cytotox,0%,2%,18%,-14%,?
DRD3 agonist,12,2,-7,-2,1
KB-3-1 cytotox,-1%,?,7%,-6%,?
HT1080 IDH1KD tx,2%,-11%,4%,-9%,?
